GSK3A inh: inhibitors of human GSK-3 alpha kinase; P49840; ADP-Glo luminescence, 60 min; inhibition, % at 10 µM; 320,000 compounds, 0.1% hits; AID 2650;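 in the data active means inhibition above about 50%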;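 further: GST-tagged GSK-3 alpha with peptide substrate and 25 µM ATP; 0% = DMSO neutral wells and 100% = GW8510 positive control wells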
Target sequence (P49840 whole entry, looked up): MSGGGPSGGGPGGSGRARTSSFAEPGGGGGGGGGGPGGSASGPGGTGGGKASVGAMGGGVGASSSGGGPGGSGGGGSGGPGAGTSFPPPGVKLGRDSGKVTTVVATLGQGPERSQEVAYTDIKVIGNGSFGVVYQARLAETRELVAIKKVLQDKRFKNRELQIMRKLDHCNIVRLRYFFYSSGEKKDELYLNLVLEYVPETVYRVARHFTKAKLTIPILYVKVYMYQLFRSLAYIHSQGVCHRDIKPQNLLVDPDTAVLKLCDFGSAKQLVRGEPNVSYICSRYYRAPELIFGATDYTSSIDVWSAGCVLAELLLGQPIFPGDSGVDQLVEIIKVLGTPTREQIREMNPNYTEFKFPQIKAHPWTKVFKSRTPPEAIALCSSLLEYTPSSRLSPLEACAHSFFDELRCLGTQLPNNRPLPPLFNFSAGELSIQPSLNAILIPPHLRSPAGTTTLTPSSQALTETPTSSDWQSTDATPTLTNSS
The depositor's hits bear a star.

SMILES | GSK3A inh
O=C(COC(=O)C1CCN(S(=O)(=O)c2cccs2)CC1)Nc1ccc(F)cc1Cl | -7
Cc1ccc(C2CN(CCC(N)=O)C(=O)CO2)cc1 (stereo not drawn) | 1
CCC1(c2ccc(F)cc2)NC(=O)N(CC(=O)N2c3ccccc3CC2C)C1=O (stereo not drawn) | 0
COc1ccccc1-c1sc2cc3c(cc2c1C#Cc1ccccn1)OCO3 | -3
Cc1ccc(CNC(=O)CC(NC(=O)c2ccccc2)c2ccccc2)cc1 (stereo not drawn) | 0
O=C(COC(=O)/C=C/c1ccc(OC(F)F)cc1)Nc1cccc(S(=O)(=O)N2CCOCC2)c1 | -2
O=C(OCCN1C(=O)c2ccccc2C1=O)C1CC(O)CN1S(=O)(=O)c1ccc(Cl)cc1 (stereo not drawn) | -5
NC(=O)c1ccsc1NC(=O)COC(=O)c1ccccn1 | 1
COc1ccccc1NC(=O)C(C)Sc1nc(-c2ccccc2)cn1N (stereo not drawn) | -4
COc1cccc(NC(=O)CN2C(=O)C(=O)N(C3CCCC3)C2=O)c1 | -1
O=C(C[C@H]1C/C=C\C[C@@H](Cc2ccc(F)cc2)C(=O)OC[C@@H]2CCCN2C1=O)NCCO | 3
CC1(C)CC[C@]2(C(=O)O[C@@H]3O[C@H](CO)[C@@H](O)[C@H](O)[C@H]3O)CC[C@]3(C)C(=CCC4[C@@]5(C)CC[C@H](O[C@@H]6O[C@H](C(=O)O)[C@@H](O[C@H]7OC[C@@H](O)[C@@H](O)[C@@H]7O)[C@H](O)[C@H]6O)C(C)(C)C5CC[C@]43C)[C@@H]2C1 (stereo partly drawn) | -2
O=C1COc2ccc(C(=O)COC(=O)CCOc3ccccc3)cc2N1 | -1
CC(C)(C)OC(=O)C[C@@H]1C/C=C\C[C@@H](CC(=O)N(CCO)Cc2ccccc2)C(=O)N[C@@H](c2ccccc2)COC1=O | 3
Cc1cccc([N+](=O)[O-])c1NC(=O)CSc1nnc2ccccn12 | 0
O=C(c1cnn(C(=O)c2ccco2)c1)c1ccccc1O | -3
CC(C)(C)OC(=O)C[C@@H]1C/C=C\C[C@H](CC(=O)N[C@H](CO)Cc2ccccc2)C(=O)N[C@@H](Cc2c[nH]c3ccccc23)COC1=O | 2
O=C(NN1C(=O)NC2(CCCCC2)C1=O)c1cccs1 | -4
Cc1cccc(C(=O)NCCC(=O)N2CCc3ccccc3C2)c1 | -1
COc1ccc(OCC(=O)OCC(=O)NCC2CCCCC2)cc1 | -2
NS(=O)(=O)c1ccc(NC(=O)COC(=O)CCCN2C(=O)c3cccc4cccc(c34)C2=O)cc1 | -5
C#CCOCCOCCOCCNc1nc(N2CCN(C(=O)CCCCCCCCCCNC(=O)Cn3cc(C[C@@H](C)O)nn3)CC2)nc(N2CCN(C(=O)CCCCCCCCCCNC(=O)[C@H](CO)n3cc(CCCSC)nn3)CC2)n1 | 0
O=C(COC(=O)c1ccc([N+](=O)[O-])o1)NCc1ccc(F)cc1 | 1
Cc1cc(OCC(=O)OCC(=O)NC2CCCCC2C)ccc1Cl (stereo not drawn) | -1
CC(=O)NC(CC(=O)Nc1ccc(S(=O)(=O)NC2=NCCCCC2)cc1)c1ccccc1 (stereo not drawn) | -2
COc1cc([C@@H]2CC=C(C(=O)O)[C@H](c3ccc(F)cc3)N2S(=O)(=O)c2ccc(C)cc2)cc(OC)c1OC | 0
COc1ccc(-c2sc3ccccc3c2/C=C/c2ccncc2)cc1 | 1
C=CCN1C(=O)c2ccc(C(=O)NCC(=O)Nc3c(C)cc(C)cc3C)cc2C1=O | -5
CCc1cc2c(SC(C)C(=O)NC3CCCC3)ncnc2s1 (stereo not drawn) | -8
O=C(COC(=O)CCN=C1NS(=O)(=O)c2ccccc21)NNC(=O)c1ccc(Cl)cc1 | 8
Cc1cccc(C)c1NC(=O)c1ccc(OCc2c(C)noc2C)cc1 | 1
C[C@@H]1CC[C@]2(C(=O)O)CC[C@]3(C)C(=CCC4[C@]56CC[C@@](O)(OC5)C(C)(C)C6CC[C@]43C)C2[C@H]1C (stereo partly drawn) | -7
CCCCCCSc1ccc([C@@H]2[C@H]3C(=O)N(CC)C(=O)[C@H]3[C@]3(C(=O)OC)CCCCN23)cc1OC | 1
Cc1ccc(Oc2ccc(NS(=O)(=O)c3cccc(C(=O)O)c3)cc2)cc1 | -5
O=C(c1nc[nH]c1C(=O)N1CCc2ccccc2C1)N1CCc2ccccc2C1 | -1
C=CC[C@@H](CC(=O)N(CCO)Cc1ccccc1)C(=O)N[C@@H](COC(=O)[C@@H](CC=C)Cc1ccc(F)cc1)Cc1c[nH]c2ccccc12 | 2
O=C(CN1CCN(C(=O)CNC(=O)c2ccc3c(c2)OCO3)CC1)Nc1ccccc1Cl | 20
CCC(=O)NC(c1ccco1)c1cc(Cl)c2cccnc2c1OC (stereo not drawn) | 3
CCc1ccccc1NC(=O)CN1CCN(C(=O)CCC(=O)N2CCC(c3ccccc3)=N2)CC1 | -2
CCOC(=O)[C@H]1[C@H]2COc3ccccc3[C@@H]2N2C(=O)CN(CC3CCCO3)C(=O)[C@@]12C (stereo partly drawn) | -2
CCC(NC(=O)CN1CCN(C(=O)c2cccs2)CC1)c1ccc(C)cc1 (stereo not drawn) | -1
CCc1nnc(NC(=O)C2CCN(c3ncnc4sc(C)c(C)c34)CC2)s1 | -3
CC(=O)c1ccc(N2CCN(C(=O)C3CCN(C(=O)Nc4ccccc4)CC3)CC2)cc1 | -3
CC(C)C(NC(=O)c1ccc(C(C)(C)C)cc1)C(=O)Nc1ccc(N2CCOCC2)cc1 (stereo not drawn) | -1
CCCCN(C(=O)CSc1c(C)c(C)cc(C)c1C)c1c(N)n(CCC)c(=O)[nH]c1=O | -2

Continued (6 carried over from the part before).
SMILES | GSK3A inh
CCOC(=O)[C@H]1[C@H]2COc3ccccc3[C@@H]2N2C(=O)CN(CC3CCCO3)C(=O)[C@@]12C (stereo partly drawn) | -2
CCC(NC(=O)CN1CCN(C(=O)c2cccs2)CC1)c1ccc(C)cc1 (stereo not drawn) | -1
CCc1nnc(NC(=O)C2CCN(c3ncnc4sc(C)c(C)c34)CC2)s1 | -3
CC(=O)c1ccc(N2CCN(C(=O)C3CCN(C(=O)Nc4ccccc4)CC3)CC2)cc1 | -3
CC(C)C(NC(=O)c1ccc(C(C)(C)C)cc1)C(=O)Nc1ccc(N2CCOCC2)cc1 (stereo not drawn) | -1
CCCCN(C(=O)CSc1c(C)c(C)cc(C)c1C)c1c(N)n(CCC)c(=O)[nH]c1=O | -2
Cc1ccccc1-c1cc(C(=O)NCc2ccc3c(c2)OCO3)nn1CC1CC(c2cccc([N+](=O)[O-])c2)=NO1 (stereo not drawn) | 0
CCc1noc(C)c1C(=O)Oc1ccc(N(C)S(=O)(=O)c2ccc(C)cc2)cc1 | 5
C=CCC(NC(=O)c1ccc(C#N)cc1)C(=O)NCCC (stereo not drawn) | -2
CC(C)(C)[C@H]1CCC(=O)N([C@H](CSc2ccc(Br)cc2)Cc2ccccc2)CC1 | -2
CC(=O)c1c(C)[nH]c(C(=O)OCC(=O)NCCCc2ccccc2)c1C | 7
CN(C)c1ccc(C(=O)OCC(=O)c2ccc[nH]2)cc1 | -2
CCN(C(=O)COC(=O)Cc1coc2cc(C)ccc12)c1c(N)n(Cc2ccccc2)c(=O)[nH]c1=O | 1
Cc1cccc(-c2sc(Nc3ccccc3)n[n+]2-c2ccccc2)c1 | 2
COc1cc(C(=O)N2CCN(c3ccccc3Cl)CC2)ccc1OCC(=O)N1CCOCC1 | 2
CCC(C(=O)OCC(=O)Nc1ccc(F)cc1)c1ccccc1 (stereo not drawn) | 3
O=C(OCC(=O)N1CCOCC1)c1cccc(S(=O)(=O)Nc2ccc(F)cc2)c1 | -1
CCOc1ccc(NC(=O)C2=NN(c3ccccc3)C(=O)CC2)cc1S(=O)(=O)N1CCCCC1 | 0
CCOc1ccccc1C(=O)NCC(=O)N1CCN(Cc2ccc3c(c2)OCO3)CC1 | -3
NC(=O)c1ccsc1NC(=O)COC(=O)C1=NNC(=O)CC1 | 1
CC1CCCCC1NC(=O)COC(=O)c1ccc2c(=O)n3c(nc2c1)CCC3 (stereo not drawn) | 0
CC(C)C(NS(=O)(=O)c1ccc2c(c1)oc(=O)n2C)C(=O)N1CCN(c2ccccc2F)CC1 (stereo not drawn) | -1
NS(=O)(=O)c1cccc(NC(=O)COC(=O)CN2C(=O)c3ccccc3C2=O)c1 | 0
O=C(NCCOC(=O)c1ccccc1)c1ccccc1 | 20
O=C(CNS(=O)(=O)c1cccc(F)c1)OCC(=O)N1CCCC1=O | -3
CCc1sc(C(=O)Nc2ccc3c(c2)OCO3)cc1C | 0
CC(=O)O[C@H]1[C@@H](O)[C@H](O)[C@H](Oc2c(O)c(C)c3c4c2[C@@H](C)CC[C@@H]4[C@@H](C)C[C@H]3C=C(C)C)O[C@H]1C | 1
CCOC(=O)CCCCCC(=O)Nc1ccc2c(c1)C(=O)N([C@H](C)CO)C[C@@H](C)[C@H](CN(C)S(=O)(=O)c1cn(C)cn1)O2 | -3
CN(CC(=O)Nc1ccc(F)cc1)CC(=O)N1CCCCC1 | 2
O=C(CN1CCCC1c1cccs1)Nc1cc(S(=O)(=O)N2CCCC2)ccc1Cl (stereo not drawn) | -2
Cc1[nH]nc(C(F)(F)F)c1CCC(=O)NC1CCCCCC1 | -1
Cc1c(NC(=O)c2cccc(NC(=O)Cc3ccc(F)cc3)c2)c(=O)n(-c2ccccc2)n1C | 1
CCOc1ccc(C(=O)COC(=O)c2nn(CC)c(=O)c3ccccc23)cc1 | 3
O=C(c1cnn(C(=O)c2ccco2)c1)c1cc(F)ccc1O | 0
O=C(COc1ccccc1F)NNC(=O)c1ccc(F)c(S(=O)(=O)N2CCOCC2)c1 | -4
CN(C(=O)CSc1nnnn1C)C1(C#N)CCCCC1 | 0

Fetched by structure from the list above (three):
SMILES | GSK3A inh
O=C(OCC(=O)N1CCOCC1)c1cccc(S(=O)(=O)Nc2ccc(F)cc2)c1 | -1
Cc1ccc(C2CN(CCC(N)=O)C(=O)CO2)cc1 (stereo not drawn) | 1
O=C(COC(=O)c1ccc([N+](=O)[O-])o1)NCc1ccc(F)cc1 | 1

Filtered by structure, the entries above with a tert-butyl group.
SMILES | GSK3A inh
CC(C)(C)OC(=O)C[C@@H]1C/C=C\C[C@@H](CC(=O)N(CCO)Cc2ccccc2)C(=O)N[C@@H](c2ccccc2)COC1=O | 3
CC(C)(C)OC(=O)C[C@@H]1C/C=C\C[C@H](CC(=O)N[C@H](CO)Cc2ccccc2)C(=O)N[C@@H](Cc2c[nH]c3ccccc23)COC1=O | 2
CC(C)C(NC(=O)c1ccc(C(C)(C)C)cc1)C(=O)Nc1ccc(N2CCOCC2)cc1 (stereo not drawn) | -1
CC(C)(C)[C@H]1CCC(=O)N([C@H](CSc2ccc(Br)cc2)Cc2ccccc2)CC1 | -2

Next part:
SMILES | GSK3A inh
CC(=O)c1c(C)[nH]c(C(=O)COC(=O)c2ccc(C)s2)c1C | -5
COc1cccc(-c2sc3ccc(OC)cc3c2-c2ccc(C(N)=O)cc2)c1 | 2
Cc1ccc(C2=CC(=O)C[C@H](c3ccc(F)cc3)C2)cc1 | -2
COCCN(Cc1ccccc1)C(=O)c1ccc(C(=O)c2ccccc2)cc1 | 1
CN(Cc1ccccc1)C(=O)c1[nH]cnc1C(=O)Nc1ccon1 | -2
Cc1cc(Cl)ccc1OCC(=O)OCC(=O)NC1CCCC1 | 0
CN1CCN(CC(O)COc2ccc(S(=O)(=O)N3CCOCC3)cc2)CC1 (stereo not drawn) | 3
CC1(C)CCc2cc(S(=O)(=O)N3CCN(S(=O)(=O)c4c(F)cccc4F)CC3)ccc2O1 | -3
CN(C)S(=O)(=O)c1cccc(C(=O)Nc2ccccc2C(=O)NC2CC2)c1 | -2
CCCCN(C(=O)COC(=O)c1ccccc1)c1c(N)n(CCC)c(=O)[nH]c1=O | 0
O=C(COC(=O)COc1ccc(Cl)cc1Cl)NC1CC1 | -2
CN(C(=O)c1ccc(NC(=O)Cc2ccc([N+](=O)[O-])cc2)cc1)C1CC1 | 1
CCc1nnc(NC(=O)c2ccc(-c3ccc(C(C)=O)cc3)o2)s1 | 1
Cc1ccc(CN2CC(C(=O)N3CCN(c4ccccc4Cl)CC3)CC2=O)cc1 (stereo not drawn) | 0
C[C@H]1CN([C@@H](C)CO)C(=O)c2cc(NC(=O)c3ccncc3)ccc2O[C@H]1CN(C)Cc1ccc(C(=O)O)cc1 | -1
CCN1C(=O)c2cccc3c(S(=O)(=O)N4CCC(C)CC4)ccc1c23 | 0
Cc1ccc(CN2CC(C(=O)NC(c3nc4ccccc4[nH]3)C(C)C)CC2=O)cc1 (stereo not drawn) | 2
CSc1nc(N)nc2c1ncn2CC(=O)N[C@H](CO)Cc1c[nH]c2ccccc12 | -1
CCc1ccc(/C(C)=N/NC(=O)c2ccc(-n3cnnn3)cc2)cc1 | -6
O=C(CSc1ncnc2sccc12)N1CCN(C(=O)c2cccs2)CC1 | -4
COc1ccccc1N(Cc1ccccc1)S(=O)(=O)c1cccc(C(=O)NCC2CCCO2)c1 (stereo not drawn) | 1
Cc1ccccc1NS(=O)(=O)c1ccc(C(=O)N(C)CC(=O)Nc2ccccc2Br)cc1 | -1
C=C[C@@H](C)N(Cc1ccc(OC)cc1)S(=O)(=O)N(Cc1ccccc1)[C@H](C=C)C(C)C | -4
CCN(CC)c1ccc(NC(=O)CN2C(=O)NC3(CCc4ccccc43)C2=O)cc1 (stereo not drawn) | -4
CC(Oc1ccc(Cl)cc1C(N)=O)C(=O)N1CCc2ccccc21 (stereo not drawn) | 0
CC1CC(C)CN(C(=O)CSc2n[nH]c(N)n2)C1 (stereo not drawn) | -4
Cc1ccsc1CNc1ncnc2ccc(-c3c(C)noc3C)cc12 | 1
Cc1ccc(NC(=O)Cc2ccccc2F)cc1S(=O)(=O)N1CCCCCC1 | 11
Cc1cccc(OCCOC(=O)c2ccc(F)c(S(=O)(=O)N3CCOCC3)c2)c1 | 1
CS(=O)(=O)c1ccc(Cl)c(NC(=O)CSc2nnc(C3CC3)n2C2CC2)c1 | -5
O=C(O)C1CCN(S(=O)(=O)c2ccc(Cl)s2)CC1 | 2
COc1ccc([C@H]2CC(=O)C=C(c3cc(OC)ccc3OC)C2)cc1 | -2
COc1ccc([C@H]2CC(=O)C=C(c3cc(F)ccc3F)C2)cc1OC | 2
C[C@]12C=CC(=O)C=C1CCC1C2CC[C@@]2(C)C1CCC21OCCO1 (stereo partly drawn) | -1
Cc1cc(=O)oc2cc(OCC(=O)Nc3cccnc3)ccc12 | 1

Source: PubChem BioAssay

The list is partial. The share of hits here may be higher or lower than overall.
